M. tuberculosis HTS: M. tuberculosis growth inhibition, HTS (AID 449762); M. tuberculosis H37Rv growth inhibition, 7H9 media; higher % means a stronger effect; inhibition, % at 25 µM, or IC50 in µM where a hit was titrated; actives 0.59% (n = 330,000); in the data active = a potency from the dose series; inconclusive = inhibition above about 70% without an active follow-up result;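 note: bacterial growth assessed after seven days of incubation; strong numbers were not always called active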
VEEV TC-83 Vero: inhibitors of VEEV TC-83 cytopathic effect, confirmation, Vero cells (AID 588727) | Vero cells, VEEV TC-83 cytopathic effect inhibition; higher % means a stronger effect | inhibition, % at 20 µM, or IC50 in µM where a hit was titrated | actives 0.13% (n = 350,000); in the data active = a potency from the dose series; inconclusive = inhibition mostly from about 14% at the one dose, without a potency; inactive = the rest, 99 in 100 with inhibition below about 12%; note: strong numbers were not always called active
Salmonella PhoP GFP: PhoP regulon inhibitors, Salmonella typhi PhoP promoter GFP reporter, confirmatory (AID 1850); Salmonella Typhi PhoP-promoter GFP reporter, fluorescence, 4 h; higher % means a stronger effect; inhibition, % at 50 µM, or IC50 in µM where a hit was titrated; actives 0.33% (n = 310,000); in the data active = a potency from the dose series; inconclusive = inhibition mostly from about 25% at the one dose, without a potency; inactive = the rest, 99 in 100 with inhibition below about 19%;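 note: 0% = induced wells with vehicle and 100% = uninduced wells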
tuberculosis growth: growth inhibition of non-replicating M. tuberculosis (AID 488890); Mycobacterium tuberculosis non-replicating, growth inhibition; higher % means a stronger effect; one-dose inhibition, % at 25 µM; IC50 in µM for titrated hits; actives 0.39% (n = 320,000); in the data active = a potency from the dose series; inconclusive = inhibition mostly from about 82% at the one dose, without a potency; inactive = the rest, 99 in 100 with inhibition below about 76%;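 note: plate controls were DMSO cells for no effect and high antibiotic wells for full effect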
H1N1 NS1A inhibition: H1N1 influenza NS1A inhibitors, functional cell based assay (AID 504329); actives 0.3% (n = 340,000); NS1A functional cell-based assay, percent inhibition; higher % means a stronger effect; inhibition, % at 12.5 µM; hits with a dose series show IC50 in µM; in the data active = a potency from the dose series; inconclusive = inhibition above about 27% without an active follow-up result; note: strong numbers were not always called active
VEEV TC-83 Vero 10K pilot screen: second read-out of VEEV TC-83 Vero, no call of its own (marks repeat the call); inhibition, %; measured here: 10K pilot screen inhibition
* hit, by the source's call; i = inactive; ? = inconclusive; nt = not tested or not shown.

Start of the listing, in advance:
SMILES	M. tuberculosis HTS	VEEV TC-83 Vero	Salmonella PhoP GFP	tuberculosis growth	H1N1 NS1A inhibition	others
Cc1[nH]c(=O)[nH]c(=O)c1S(=O)(=O)N1CCCC(C(=O)N2CCN(c3cccc(C(F)(F)F)c3)CC2)C1 (stereo not drawn)	-5.1%	0.4%	-8.0%	7.5%	-3.7%
CCC(=O)Nc1cccc(NC(=O)CSc2nnnn2C2CCCC2)c1	-4.8%	i	5.7%	-2.9%	6.5%
CCOc1cc(/C=C(\C#N)C(=O)Nc2cccc(C(=O)O)c2)ccc1OCc1ccc(Br)cc1	9.3%	i	11.2%	-4.8%	2.4%
COc1ccc(-c2cc(=O)oc3c(C)c(O)ccc23)cc1	11.5%	7.1%	-2.1%	-1.1%	-8.1%
CCSc1nnc(N2C(=O)CC(c3ccsc3)C3=C2CC(C)(C)CC3=O)s1 (stereo not drawn)	10.4%	2.3%	11.4%	29.1%	3.4%
CC(OC(=O)/C(C#N)=C/c1ccc(N(C)C)cc1)C(=O)N(C)c1ccccc1 (stereo not drawn)	4.1%	1.2%	-19.0%	-1.5%	-8.8%
COC(=O)[C@H](Cc1ccccc1)NC(=O)O[C@H]1C(=O)c2ccc(OC)cc2O[C@@H]1c1ccc2c(c1)OCO2	-0.6%	nt	8.4%	15.3%	nt
OCCNCc1ccc(OCc2ccc(Cl)cc2Cl)cc1	?	4.7%	6.7%	nt	8.3%
NC(=O)c1ccc(NC(=O)CN2C(=O)NC(c3ccccc3)(c3ccccc3)C2=O)cc1	1.3%	0.6%	-4.8%	5.6%	2.7%
CCc1ccccc1NC(=O)C1CCCN(S(=O)(=O)c2ccc3c(c2)CC(C)N3C(C)=O)C1 (stereo not drawn)	-1.4%	0.9%	-12.2%	nt	19.0%
Fc1ccc(-c2nnc(N3CCOCC3)c3ccccc23)cc1F	-4.6%	2.9%	-4.8%	-5.2%	-1.4%
COc1ccc2nc3oc(C(=O)Nc4ccc(OC)c(OC)c4)cc3cc2c1	4.2%	7.1%	-2.2%	8.1%	4.6%
COC(=O)C1C(O)C(C)C(O)C(C)/C=C\C=C(/C)C(=O)Nc2c(C)c(OC(C)=O)c3c(c2O)C(=O)C(C)=C2OCOC(=C23)/C(C)=C/C(C)(O)C(O)C(C)C1O (stereo not drawn)	<0.2µM*	1.4%	25.2µM*	?	-2.4%
CCOC(=O)C1(CC2CCCCO2)CCN(C(=O)Nc2ccc(SC)cc2)CC1 (stereo not drawn)	5.5%	1.6%	6.5%	30.2%	-0.9%
CCCCN(CCCC)C(=O)c1nsnc1-c1ccccc1O	-5.9%	1.2%	3.4%	15.8%	-0.8%
CCN(CCCNC(=O)c1cc2c(-c3cccc(OC)c3)nn(C)c2s1)Cc1ccccc1	28.7%	11.7%	-5.0%	74.7%	8.5%
Cc1cc(C(=O)CSc2nc(N)cc(=O)[nH]2)c(C)n1CC1CCCO1 (stereo not drawn)	2.2%	i	nt	5.2%	5.5%

The list itself, repeating the preview:
SMILES	M. tuberculosis HTS	VEEV TC-83 Vero	Salmonella PhoP GFP	tuberculosis growth	H1N1 NS1A inhibition	others
Cc1[nH]c(=O)[nH]c(=O)c1S(=O)(=O)N1CCCC(C(=O)N2CCN(c3cccc(C(F)(F)F)c3)CC2)C1 (stereo not drawn)	-5.1%	0.4%	-8.0%	7.5%	-3.7%
CCC(=O)Nc1cccc(NC(=O)CSc2nnnn2C2CCCC2)c1	-4.8%	i	5.7%	-2.9%	6.5%
CCOc1cc(/C=C(\C#N)C(=O)Nc2cccc(C(=O)O)c2)ccc1OCc1ccc(Br)cc1	9.3%	i	11.2%	-4.8%	2.4%
COc1ccc(-c2cc(=O)oc3c(C)c(O)ccc23)cc1	11.5%	7.1%	-2.1%	-1.1%	-8.1%
CCSc1nnc(N2C(=O)CC(c3ccsc3)C3=C2CC(C)(C)CC3=O)s1 (stereo not drawn)	10.4%	2.3%	11.4%	29.1%	3.4%
CC(OC(=O)/C(C#N)=C/c1ccc(N(C)C)cc1)C(=O)N(C)c1ccccc1 (stereo not drawn)	4.1%	1.2%	-19.0%	-1.5%	-8.8%
COC(=O)[C@H](Cc1ccccc1)NC(=O)O[C@H]1C(=O)c2ccc(OC)cc2O[C@@H]1c1ccc2c(c1)OCO2	-0.6%	nt	8.4%	15.3%	nt
OCCNCc1ccc(OCc2ccc(Cl)cc2Cl)cc1	?	4.7%	6.7%	nt	8.3%
NC(=O)c1ccc(NC(=O)CN2C(=O)NC(c3ccccc3)(c3ccccc3)C2=O)cc1	1.3%	0.6%	-4.8%	5.6%	2.7%
CCc1ccccc1NC(=O)C1CCCN(S(=O)(=O)c2ccc3c(c2)CC(C)N3C(C)=O)C1 (stereo not drawn)	-1.4%	0.9%	-12.2%	nt	19.0%
Fc1ccc(-c2nnc(N3CCOCC3)c3ccccc23)cc1F	-4.6%	2.9%	-4.8%	-5.2%	-1.4%
COc1ccc2nc3oc(C(=O)Nc4ccc(OC)c(OC)c4)cc3cc2c1	4.2%	7.1%	-2.2%	8.1%	4.6%
COC(=O)C1C(O)C(C)C(O)C(C)/C=C\C=C(/C)C(=O)Nc2c(C)c(OC(C)=O)c3c(c2O)C(=O)C(C)=C2OCOC(=C23)/C(C)=C/C(C)(O)C(O)C(C)C1O (stereo not drawn)	<0.2µM*	1.4%	25.2µM*	?	-2.4%
CCOC(=O)C1(CC2CCCCO2)CCN(C(=O)Nc2ccc(SC)cc2)CC1 (stereo not drawn)	5.5%	1.6%	6.5%	30.2%	-0.9%
CCCCN(CCCC)C(=O)c1nsnc1-c1ccccc1O	-5.9%	1.2%	3.4%	15.8%	-0.8%
CCN(CCCNC(=O)c1cc2c(-c3cccc(OC)c3)nn(C)c2s1)Cc1ccccc1	28.7%	11.7%	-5.0%	74.7%	8.5%
Cc1cc(C(=O)CSc2nc(N)cc(=O)[nH]2)c(C)n1CC1CCCO1 (stereo not drawn)	2.2%	i	nt	5.2%	5.5%
CSCc1cc(N(C)C)nc(SCc2ccc(Cl)c(Cl)c2)n1	4.4%	i	-9.3%	18.8%	4.2%
O=C(NC(=S)N1CCN(c2ccc([N+](=O)[O-])cc2)CC1)c1ccc(F)cc1	-6.0%	0.4%	3.8%	-4.2%	7.8%
O=C(NCc1ccccc1)C1CCCN1S(=O)(=O)c1cccc2cccnc12 (stereo not drawn)	-3.3%	i	-2.3%	nt	1.9%
CCCCN(C(=O)c1ccc(NC2CC2)c([N+](=O)[O-])c1)c1c(N)n(CC(C)C)c(=O)[nH]c1=O	-0.4%	i	nt	44.3%	3.6%
COc1cccc(/C=C2/CCC(CN(C)C)C2=O)c1 (stereo not drawn)	nt	48.7%	nt	nt	-18.8%
CCN1CCC(CN2CCNC2=S)CC1	nt	0.6%	nt	nt	-10.4%
CCOC(=O)CN1C2=NCCN2c2ccccc21	3.9%	0.5%	19.2%	-0.7%	-6.8%
COc1ccc(CCNC(=O)c2cc3c(=O)n4cccc(C)c4nc3n(CCCN3CCOCC3)c2=N)cc1	8.3%	65.7%	-16.0%	44.2%	8.8%
COc1cc2c3nnc(-c4ccc(F)cc4)c-3cn(Cc3cccc(F)c3)c2cc1OC	2.5%	0.5%	-2.6%	21.6%	0.8%
Cc1ccc(OCCCC(=O)N2CCOCC2)c(C)c1	36.4%	0.6%	3.0%	44.6%	-4.4%
CN1CCN(C(=O)CCN2C(=O)/C(=C/c3cccc(Br)c3)SC2=S)CC1	-1.2%	?	-6.0%	40.8%	1.5%
NS(=O)(=O)c1ccc(NC(=O)Nc2cccc(Cl)c2)cc1	-5.1%	1.8%	0.4%	-11.7%	-4.8%
Cc1cc(=O)n2[nH]c(SCc3ccc(Cl)cc3)nc2n1	6.9%	0.7%	1.6%	30.9%	-19.1%
COc1ccc(S(=O)(=O)NC(CC(=O)N2CCC3(CC2)OCCO3)C(C)C)cc1 (stereo not drawn)	-1.4%	1.1%	0.9%	-0.6%	-13.8%
Cc1cc(C)c(NC(=O)CNC(=O)Cc2sc(C)nc2-c2ccc(F)cc2)c(C)c1	3.0%	0.8%	6.2%	19.0%	0.9%
C=C1CC[C@@]2(O)[C@H]3Cc4ccc(O)c5c4[C@@]2(CCN3CC2CC2)[C@H]1O5	-1.3%	nt	0.0%	-1.8%	nt
Cc1ncc(C(=O)O)c(C(=O)O)c1N	3.8%	i	-13.9%	-17.1%	-1.1%
COc1ccccc1-c1noc(Cn2cc(S(=O)(=O)N3CCCC3)ccc2=O)n1	-1.7%	4.3%	nt	4.0%	-6.4%
O=C(CSc1ncccc1-c1nc2ccccc2[nH]1)NCc1ccco1	-3.1%	i	0.1%	-14.2%	0.4%
CC(/C=N/n1cnnc1)=C\c1ccco1	-1.5%	2.0%	-4.9%	-9.5%	5.6%
O=C(CCl)Nc1ccccc1C(=O)Nc1ccc2c(c1)OCO2	?	?	-2.9%	?	-6.1%
c1ccc(COC2COC3C(OCc4ccccc4)COC23)cc1 (stereo not drawn)	nt	3.0%	nt	nt	-2.4%
CCN(CC)S(=O)(=O)c1cccc(NC(=O)c2ccc(-n3nc(C)cc3C)cc2)c1	7.7%	8.7%	-7.7%	22.7%	-4.5%
Cn1c(SCc2ccccc2[N+](=O)[O-])nnc1-c1cccnc1	-4.3%	1.2%	-7.5%	1.0%	8.6%
O=C(NCCCn1ccnc1)/C(=C\c1cccs1)NC(=O)c1ccco1	-11.5%	0.6%	10.6%	-15.5%	-1.8%
CN(C)/C=C(\C(=O)c1ccc(Cl)cc1)c1nnnn1-c1ccc(Cl)cc1	-0.3%	1.1%	-1.9%	19.9%	9.7%
CCOc1cc(/C=C2\SC(N)=NC2=O)ccc1O	7.4%	1.2%	0.8%	-23.3%	4.3%
CN(C(=O)CCl)C1CCCc2ccccc21 (stereo not drawn)	nt	?	nt	nt	-10.3%
C/C(=N/OCC(=O)NCCCCCCNC(=O)CO/N=C(/C)c1cccs1)c1cccs1	-0.8%	4.8%	4.2%	18.4%	4.8%
O=C(Nc1ccon1)Nc1ccc(Cl)cc1Cl	0.1%	1.6%	-6.4%	23.0%	-10.8%
CCOC(=O)CCc1c(C)c2ccc(OC(C)C(=O)OCC)c(C)c2oc1=O (stereo not drawn)	?	4.0%	10.0%	78.9%	0.2%
CCc1c(C#N)c(=O)[nH]c(=O)n1-c1ccccc1	4.7%	i	6.5%	-13.3%	9.7%
COc1cc(C(=O)NCCCc2nc3ccccc3n2Cc2cc(C)ccc2C)cc(OC)c1OC	-5.5%	8.2%	-4.2%	41.7%	-6.3%
CCc1nccn1C(=O)c1cnn2c(C(F)F)cc(-c3ccc(C)cc3)nc12	13.6%	8.0%	0.6%	-7.6%	36.2%
Cc1cccc(OCC(=O)NCC(c2ccco2)N2CCCC2)c1 (stereo not drawn)	nt	0.5%	nt	nt	-10.1%
CCN1CCCC1CNC(=O)c1ccc(Sc2ccc(F)cc2)c([N+](=O)[O-])c1 (stereo not drawn)	7.7%	2.2%	-12.6%	58.9%	15.4%
CCCNC(=O)c1cccc(C(F)(F)F)c1	6.1%	i	0.3%	60.5%	-0.3%
CCOC(=O)Cc1cnc(NC(=O)CSc2nc(C)c(CC)c(=O)[nH]2)s1	1.4%	3.4%	8.0%	10.8%	-0.8%
CC1CC(OCC(O)CN2CCN(Cc3ccccc3)CC2)CC(C)(C)C1 (stereo not drawn)	-5.1%	1.1%	1.4%	15.4%	8.0%
CCOc1nc(-c2ccc(Cl)cc2)nc2ccccc12	0.0%	3.2%	-3.6%	-17.5%	0.7%
COc1ccc(S(=O)(=O)Nc2c3ccccc3nc(=O)n2-c2ccccc2)cc1	5.2%	2.9%	12.1%	-15.2%	0.6%	VEEV TC-83 Vero 10K pilot screen=0.4
COc1ccc(NC(=O)CSc2n[nH]c(-c3ccncc3)n2)cc1Cl	4.7%	2.4%	nt	14.7%	-0.1%
CSc1cccc(NC(=O)C(C)Sc2ccc(C)cc2)c1 (stereo not drawn)	48.5%	0.8%	-4.1%	63.5%	-2.9%

Remaining list, next part.
SMILES	M. tuberculosis HTS	VEEV TC-83 Vero	Salmonella PhoP GFP	tuberculosis growth	H1N1 NS1A inhibition	others
O=C(CCC1CCCCC1)Nc1cccc(C(=O)Nc2ccc(C(=O)O)cc2)c1	0.1%	i	-0.7%	-3.6%	-5.8%
CC(=O)NCCC1CCN(c2nc3nonc3nc2N(C)Cc2ccccc2)CC1	3.5%	4.5%	13.5%	3.8%	-5.0%
CCS(=O)(=O)N1CCN=C1SCc1ccccc1	4.1%	i	-2.3%	1.5%	4.0%
COc1cccc(-c2c(C(=O)N/N=C/c3ccco3)nnn2-c2nonc2N)c1	9.3%	0.7%	-0.6%	13.5%	-3.9%
CCOc1ccccc1NC(=O)CCn1ccnc1	8.0%	0.8%	5.6%	-8.4%	-18.7%

Screening data as filed in PubChem.
